Screens deposited in PubChem by several laboratories.
IDE inh: inhibits human insulin-degrading enzyme in HEK cells; 320,000 tested, 0.41% active; FAbetaB cleavage, fluorescence polarization; inhibition, % at 5.59 µM; P14735;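 active = percent inhibition above the average of all tested compounds plus 3 SD, set per screening campaign, cut at about 16% in these data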;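 also: IDE supplied by intact live HEK cells; FP after avidin binding of uncleaved biotin substrate so inhibition keeps polarization high; 0% = DMSO wells and 100% = 60 µM reference IDE inhibitor Ii1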
MEKK3 PB1 HTS: modulators (inhibitors or enhancers) of MEK5 binding to human MEKK3 PB1 domain. Q99759. bead-based flow cytometry, Alexa488-MEK5 binding to MEKK3; actives lie on both sides; 0 = blocked by unlabeled MEK5, 100 = vehicle. binding response (% of control), % at 10 µM. 290,000 tested, 1.4% active;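 active = binding response more than 3 SD above or below the average of its plate-row segment, actives on both sides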;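 also: Alexa488 bead fluorescence after subtracting the streptavidin-only scavenger bead signal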
CRFR2-BP ag: CRF-BP/CRF-R2 complex agonism | activation, % at 13.2 µM | 350,000 tested, 0.46% active | AID 588473 | HEK293 CRF-R2/CRF-BP, calcium dye fluorescence (FLIPR); percent of saturating CRF peptide response;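 active = activation of at least 50%, plus an integration ratio under a set limit after plate pattern correction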;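 also: plate controls were neutral control wells without compound for no effect and CRF at EC100 for full effect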
GalR3 antag: human GalR3 antagonism | 360,000 tested, 0.44% active | AID 651719 | inhibition, % at 3 µM | HEK293 GalR3-CNG cAMP membrane potential fluorescence; galR3 body fused to GalR1 C-terminus;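 active = inhibition above the screen-wide average plus 3 SD, cut at about 13% in these data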;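 also: forskolin and galanin both at EC90 stimulate the cells; cAMP rise reported by CNG channel membrane potential dye signal; 0% = forskolin plus galanin with DMSO and 100% = forskolin alone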
pCIP destab: p/CIP protein destabilization; Q05BA5; F442A p/CIP-EGFP cells, EGFP fluorescence, 16 h; decrease of EGFP signal, % at 10 µM; 290,000 tested, 0.01% active; AID 1984;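 active = EGFP signal decrease of at least 30% at 10 µM or well 3 SD below plate mean, unless failing retest; inactive = the rest, including hits failing retest or dose response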; also: some compounds called inactive have numbers as strong as hits; many of its hits are not listed in these tables
Target sequence (Q05BA5 1-1403): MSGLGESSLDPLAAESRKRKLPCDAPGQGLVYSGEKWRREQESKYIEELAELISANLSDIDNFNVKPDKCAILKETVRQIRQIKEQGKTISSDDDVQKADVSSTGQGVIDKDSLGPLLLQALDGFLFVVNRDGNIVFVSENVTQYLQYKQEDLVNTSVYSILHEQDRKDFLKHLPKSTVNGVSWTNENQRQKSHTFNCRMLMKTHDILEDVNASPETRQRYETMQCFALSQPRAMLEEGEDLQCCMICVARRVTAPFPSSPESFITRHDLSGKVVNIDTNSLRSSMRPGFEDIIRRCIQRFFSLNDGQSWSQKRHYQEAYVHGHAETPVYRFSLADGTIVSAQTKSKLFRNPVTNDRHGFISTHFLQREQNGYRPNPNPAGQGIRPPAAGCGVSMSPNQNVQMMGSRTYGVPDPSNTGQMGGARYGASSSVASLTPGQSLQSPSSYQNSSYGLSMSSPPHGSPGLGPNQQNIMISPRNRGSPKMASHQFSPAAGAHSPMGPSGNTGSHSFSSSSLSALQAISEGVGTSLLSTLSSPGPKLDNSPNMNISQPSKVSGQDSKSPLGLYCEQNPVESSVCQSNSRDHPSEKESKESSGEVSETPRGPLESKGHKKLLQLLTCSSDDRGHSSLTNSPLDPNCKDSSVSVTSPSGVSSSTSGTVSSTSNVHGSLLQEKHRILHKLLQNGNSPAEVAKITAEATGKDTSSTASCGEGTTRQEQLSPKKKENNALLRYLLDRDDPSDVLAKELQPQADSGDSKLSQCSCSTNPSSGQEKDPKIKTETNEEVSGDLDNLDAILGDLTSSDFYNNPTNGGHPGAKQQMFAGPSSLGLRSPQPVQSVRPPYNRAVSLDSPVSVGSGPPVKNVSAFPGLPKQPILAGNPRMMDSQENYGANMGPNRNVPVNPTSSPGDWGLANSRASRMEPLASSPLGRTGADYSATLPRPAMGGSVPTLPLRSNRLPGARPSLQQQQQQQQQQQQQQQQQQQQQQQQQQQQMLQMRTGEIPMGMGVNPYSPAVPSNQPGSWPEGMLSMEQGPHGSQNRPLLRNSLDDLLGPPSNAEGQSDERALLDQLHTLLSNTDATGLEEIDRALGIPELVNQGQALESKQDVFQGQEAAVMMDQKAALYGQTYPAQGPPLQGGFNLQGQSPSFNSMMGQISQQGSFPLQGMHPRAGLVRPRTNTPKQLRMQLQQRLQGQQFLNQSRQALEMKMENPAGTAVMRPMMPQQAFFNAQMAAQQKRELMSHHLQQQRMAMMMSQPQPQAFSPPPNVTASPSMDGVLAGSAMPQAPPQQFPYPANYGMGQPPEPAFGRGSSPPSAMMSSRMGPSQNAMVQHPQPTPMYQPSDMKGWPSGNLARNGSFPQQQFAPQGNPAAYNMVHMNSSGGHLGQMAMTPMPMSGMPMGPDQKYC
PHOSPHO1 inh: blocks human PHOSPHO1 phosphatase activity | 290,000 tested, 1.1% active | AID 1565 | inhibition, % at 13.3 µM | recombinant PHOSPHO1, absorbance phosphatase assay | Q8TCT1; in the data active = inhibition above about 60%
IDE cell activ: activators of human insulin-degrading enzyme in cells | HEK cells, FAbeta-B cleavage, fluorescence polarization; 0% vehicle, 100% cell-free pure enzyme wells | P14735 | activation, % at 5.96 µM | AID 493087 | 340,000 tested, 0.073% active;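 active = activation above the mean of all tested compounds plus 3 SD, set per screening campaign, cut at about 17% in these data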
CRFR2-BP antag: antagonists of CRF-binding protein/CRF-R2 receptor complex. 350,000 tested, 0.59% active. HEK293 CRF-R2/CRF-BP, CRF-induced calcium fluorescence. AID 588475. inhibition, % at 11.8 µM;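 active = inhibition of the ligand-induced calcium signal above about 50% at the single tested concentration, limit read from the data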
M4 PAM: potentiates acetylcholine response at human M4 receptor | 360,000 tested, 0.4% active | P08173 | AID 624126 | CHO-K1 hM4/Gqi5, Fluo-8 calcium fluorescence, ACh EC20; 0% = ACh EC20, 100% = maximal ACh | activation, % at 3 µM;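 active = activation above its plate's cutoff, the mean activation of sample wells plus 3 SD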; also: some results filed as inactive read as strong as hits
* marks the source's active call; other numbers are inactive results; / = not tested or not shown.

SMILES	IDE inh	MEKK3 PB1 HTS	CRFR2-BP ag	GalR3 antag	pCIP destab	PHOSPHO1 inh	IDE cell activ	CRFR2-BP antag	M4 PAM
COc1ccc(NC(=S)Nc2cccc(Cl)c2Cl)cc1OC	0	93	-0.1	0	-13	-1	2	-12	-2
C/C(CC(=O)NC12CC3CC(CC(C3)C1)C2)=N\NC(=O)c1ccc(C)cc1	2	99	-0.6	-5	-29	49	0	5	2
COC(=O)c1c(O)cc(=O)n2c1CCCCC2	-2	104	0.6	-6	6	-39	-1	3	2
CCc1ccc(N(CC(=O)NC2CCCC2)C(=O)CCC(=O)Nc2ccccn2)cc1	-2	100	0.1	-10	-5	35	-1	1	14
O=C(CNC(=O)c1ccco1)Nc1ccc(Br)cc1	5	116	-1.3	-11	-14	36	7	9	11
CSc1ccc(NC(=O)c2cccnc2)cc1C#N	0	93	0.2	-5	-1	11	-3	20	11
CCCCN(C(=O)CCN1C(=O)C2CC=CCC2C1=O)c1c(N)n(CCCC)c(=O)[nH]c1=O (stereo unspecified)	/	/	-0.6	-2	/	/	-1	-5	0
COC(=O)c1cc(S(=O)(=O)N2c3ccccc3CC2C)c[nH]1 (stereo unspecified)	0	96	-3.8	-8	2	18	0	7	3
CCN(c1ccccc1)S(=O)(=O)c1ccc(NCC2COc3ccccc3O2)nc1 (stereo unspecified)	0	100	3.3	-1	-30	10	6	-1	1
O=C(CCCCC(=O)Nc1ccccc1)Nc1ccccc1	0	107	-0.2	-8	-3	-8	-2	3	0
C=CCN1N=C(c2ccc(Cl)s2)CSC1=O	-1	94	1.2	-2	-3	-1	2	20	19
O=C(Nc1cc(S(=O)(=O)N2CCCC2)ccc1OCC(F)(F)F)c1ccccc1F	-2	86	-0.6	-1	7	1	2	29	7
O=c1[nH]c(SCc2ccccc2Cl)nc2c1CCCC2	0	104	-3.2	5	-17	27	2	-23	0
CCCCC(=O)Nc1cccc(NC(=O)c2ccc(Br)cc2)c1	-6	103	-1.1	-4	-11	29	1	8	-4
CC(OC(=O)C1CC1)C(=O)Nc1cccc(S(=O)(=O)N2CCOCC2)c1 (stereo unspecified)	2	/	-0.7	-3	/	/	7	-2	1
COc1ccc2c3c([nH]c2c1)C(C)N(CCC(=O)NN)CC3 (stereo unspecified)	/	107	-0.2	-3	1	30	-2	15	0
Cc1ccc(NS(=O)(=O)c2c(C(=O)N3CCCCCC3)c(C)n(C)c2C)cc1C	-3	101	-0.3	1	4	33	-1	-21	6
CCCNC(=O)c1cc(S(=O)(=O)N2CCC3(CC2)OCCO3)ccc1F	/	/	-0.2	-4	/	/	/	-8	9
C=CCOc1ccc(NC(=O)C2CC(=O)N(C(C)C)C2)cc1 (stereo unspecified)	2	91	-2.0	1	-4	10	6	7	0
Cn1c(CNC(=O)c2ccccc2F)nnc1SCc1ccc(Cl)cc1	0	101	-1.2	-4	-17	25	0	6	12
CCCc1cc(=O)n(-c2nc3ccccc3s2)[nH]1	9	95	1.4	-8	-1	-21	0	7	-5
CC(=O)Nc1nc(-c2cccs2)cs1	7	102	-1.2	-4	-2	2	4	11	3
CC(C)N1CCN(Cc2ccc(C#CC(C)(C)O)s2)CC1CCO (stereo unspecified)	2	101	1.2	-4	6	23	6	-4	-6
CCN1CCN(CCNC(=O)c2ccc(/C=C3/Sc4ccccc4N(Cc4cccc(Cl)c4)C3=O)cc2)CC1	6	111	5.5	-3	-6	-23	38*	-7	-41
CC(C)(C)NC(=O)CN(Cc1cccnc1)C(=O)c1csnn1	-2	102	1.4	-10	-9	7	2	-7	4
O=C(CN1C(=O)COCC1=O)N1CCOCC1	3	99	0.2	-3	-11	6	-1	-3	-11
CC1Cc2cc(S(=O)(=O)NCc3ccccc3)ccc2N1C(=O)C1CC1 (stereo unspecified)	-2	100	-0.2	-2	-4	7	-2	19	-4
CCOc1ccc(-c2nc(N)ncc2Oc2ccc(OC)cc2)c(O)c1	6	95	0.9	-4	6	8	7	-16	-7
CCCc1n[nH]c(=O)c2c1nnn2Cc1ccccc1	2	106	0.4	-4	0	18	1	3	3
Cc1cc(SCc2cc(=O)n3ccsc3n2)nc2ccccc12	8	105	-1.5	2	9	4	0	-62	-2
O=C(c1ccccc1)N1CCC(c2nc3c(nnn3Cc3ccco3)c(=O)[nH]2)CC1	0	100	-1.2	3	-13	4	4	-8	5
O=c1[nH]c(CN2CCN(c3ccccc3)CC2)nc2scc(-c3ccccc3)c12	2	94	8.7	-5	-22	1	-3	-33	-10
O=S(=O)(N[C@H]1C[C@@H](NS(=O)(=O)OCC(Cl)(Cl)Cl)C2CCCCC21)OCC(Cl)(Cl)Cl (stereo partly specified)	-2	98	1.0	-6	-1	-2	1	-7	-3
CCOC(=O)c1sc(Nc2nc(C)cc(C)n2)nc1C	-3	97	-1.6	-5	-2	2	0	13	11
CC(C)CCn1nnnc1C(c1ccccc1F)N1CCC(C(N)=O)CC1 (stereo unspecified)	0	103	-0.7	-2	-10	15	-6	-9	5
COc1ccc(CC(=O)Nc2ncc([N+](=O)[O-])s2)cc1OC	3	93	1.3	-1	-5	4	-1	-4	3
Cc1cccc(C(=O)c2ccccc2C(=O)O)c1	0	99	-2.2	-4	6	42	8	6	-12
Cc1ccc(/C=C/C(=O)c2ccccc(=O)c2O)cc1C	-1	92	12	-2	-3	0	6	-68	0
CCOC(=O)c1c(NC(=O)CN2C(=O)C(=O)N(C(C)C)C2=O)sc(C)c1CC	-5	/	-1.9	-8	/	/	3	5	0
Cn1nccc1NC(=O)CSCC(=O)O	4	105	1.0	1	-15	34	6	-16	-23
O=C(N[C@@H](Cc1ccccc1)C(=O)O)c1ccncc1	-2	108	-1.6	-2	-13	22	-4	5	6
O=C(N/N=C/c1ccsc1)c1cc(O)cc(O)c1	-4	91	2.0	4	-5	32	1	10	0
OC(Cn1ccnc1)c1ccc(Cl)cc1Cl (stereo unspecified)	7	88	-2.8	1	8	-6	7	-12	11
CCNC(=O)CSc1nc2ccccc2c(=O)n1-c1cc(OC)ccc1OC	-5	81	0.9	-6	-1	33	-9	23	11
CC(=Nc1ccccc1)C1=C(O)C(Cc2cccc(F)c2)NC1=O (stereo unspecified)	/	/	-2.8	4	/	/	/	-16	-4
O=C1CC(N2CCN(c3cccc(C(F)(F)F)c3)CC2)C(=O)N1c1ccc(F)cc1 (stereo unspecified)	8	101	-1.5	0	5	7	5	-16	0
O=C(OCC(=O)N1CCN(c2ccccc2)CC1)c1ccc2ccccc2n1	5	99	-2.2	-3	4	23	-6	16	6
O=C(CN(C(=O)C1CSC(=O)C1)c1ccc(F)cc1)NCc1ccc2c(c1)OCO2 (stereo unspecified)	8	102	0.1	-7	-7	6	4	2	3
[N-]=[N+]=CC(=O)c1ccnc(C(=O)C=[N+]=[N-])c1	3	104	-1.0	0	5	-18	-1	15	6
COc1cc(/C=N/NC2=NC(C)(C)Cc3ccccc32)cc(OC)c1OC	6	97	-3.6	2	3	51	3	6	5
(listing goes on)
SMILES	IDE inh	MEKK3 PB1 HTS	CRFR2-BP ag	GalR3 antag	pCIP destab	PHOSPHO1 inh	IDE cell activ	CRFR2-BP antag	M4 PAM
Cc1ccc2c([N+](=O)[O-])cccc2n1	-2	99	-0.9	-2	-21	-2	6	27	3
COc1ccccc1CCNC(=O)c1cnn2c(C(F)F)cc(C)nc12	5	106	-2.4	3	-7	-1	9	22	4
CCOc1cc(CNn2cnnc2)cc(Br)c1OCC(=O)NC(C)(C)C	-6	108	0.0	-1	7	-1	-3	7	-1
CC(=O)c1sc(NC(=O)CCN2C(=O)C3CC=CCC3C2=O)nc1-c1ccccc1 (stereo unspecified)	-1	/	-0.4	-4	/	/	0	-10	-5
COc1ccc(Cc2nnc(SCC(=O)NCC3CCCO3)o2)cc1 (stereo unspecified)	-1	101	0.3	-4	5	15	6	0	3
COc1cc(CN2CCN(C(O)(c3ccccc3)c3ccccc3)CC2)cc(OC)c1OC	/	98	-0.9	-9	9	29	4	13	-11
CN(c1ccc(OCC(=O)Nc2ccccc2C(=O)O)cc1)S(=O)(=O)c1ccc(Cl)cc1	0	/	-0.7	-5	/	/	-5	-8	4
COc1ccc(Cc2noc(CN3CCNC(=O)CC3)n2)cc1OC	-1	103	-0.7	-3	0	-140	-1	3	0
Cc1ccc2oc(C(=O)Nc3nnc(C)s3)c(C)c2c1	-4	99	3.6	0	-2	4	0	-77	10
O=C(c1ccc(CSc2ccccc2)cc1)N1CCCCCC1	0	98	2.2	0	-17	-1	4	-5	-3
O=C(Cn1c(=O)n(CCc2c[nH]c3ccccc23)c(=O)c2cccnc21)Nc1ccccc1F	-2	112	-2.9	6	1	-6	10	-9	-8
O=C1Nc2cc(C(=O)N3CCOCC3)ccc2SC1N1CCOCC1 (stereo unspecified)	-5	/	-1.5	-9	-16	22	0	13	4
O=Nc1c(-c2ccccc2)[nH]n(-c2ccccc2)c1=O	3	101	-1.9	-8	0	-2	2	4	5
